Screening results deposited in PubChem by National Center for Advancing Translational Sciences (NCATS).
JMJD2A Tudor inh – qHTS Assay for Inhibitors of JMJD2A-Tudor Domain | Lysine-specific demethylase 4A (Homo sapiens), O75164 | AlphaScreen JMJD2A-Tudor / H3K4me3 peptide binding | Potency, µM (top dose mostly 114 µM), for the others: at the top dose activity change, negative = inhibition, hits mostly inhibitors | 4.4% of 390,000 active | AID 504339, 2011; further: on the % scale 0 is the no-effect control and ±100 the full control effect; nearly all actives have a fitted effect of over 50% in size
Pin1 inh – qHTS Assay to Find Inhibitors of Pin1; Pin1 FP peptide displacement, HiFluor488, 10 min; 0.009% of 390,000 active; Potency, µM (top dose mostly 115 µM), without a hit: at the top dose activity, negative = inhibition, hits mostly inhibitors; active means well fitted inhibition curve with a large enough effect in the polarisation, with a control signal flat, not every such curve was filed as active; inconclusive means small, poorly fitted or top-dose-only effect, or effect the other way, or a change in a side signal; inactive means no such curve, though single readings can be large or run the other way; the % refers to the polarisation; further: on the % scale 0 is the no-effect control and ±100 the full control effect
Target sequence (Q13526 whole entry, looked up): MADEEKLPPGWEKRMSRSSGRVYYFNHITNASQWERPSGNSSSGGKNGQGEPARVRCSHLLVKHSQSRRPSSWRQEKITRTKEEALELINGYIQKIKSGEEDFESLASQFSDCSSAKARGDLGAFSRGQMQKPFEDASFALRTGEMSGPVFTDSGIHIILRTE
PGK inhibitor – qHTS Assay to Find Inhibitors of Phosphoglycerate Kinase | Phosphoglycerate kinase, glycosomal (Trypanosoma brucei brucei), P07378 | PGK/GAPDH coupled, Kinase-Glo luminescence, 60 min | Potency, µM (series often up to 57.5 µM), inactives show at the top dose activity change, negative = inhibition, hits mostly inhibitors | 0.043% of 380,000 active; further: on the % scale 0 is the no-effect control and ±100 the full control effect; nearly all actives have a fitted effect of over 60% in size
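Luminescent ATP detection (Kinase-Glo Plus) follows a 60-minute room-temperature incubation, with wells lacking PGK as controls. Buffer: 100 mM TEA (pH 7.6), 5 mM MgCl2, 0.01% Tween-20. Coupling enzyme GAPDH (100 nM final) supplies unstable 1,3-BPG in-well.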
GLS inh – qHTS for Inhibitors of Glutaminase (GLS); 0.21% of 410,000 active; Glutaminase kidney isoform, mitochondrial (Homo sapiens), O94925; AID 624170, 2012; Potency, µM (titrated, usually from 45.5 µM), for inactives: at the highest dose activity change, negative = inhibition, actives largely listed as inhibitors; GLS enzymatic activity, qHTS titration; further: on the % scale 0 is the no-effect control and ±100 the full control effect
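Human kidney-isoform GLS in 45 mM KH2PO4 pH 8.2, 0.02% Tween-20, with compound, started with 1mM L-Glutamine (added stock). Glutamate oxidase/HRP/Amplex red coupled fluorescence read at start and after 30 min at RT.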
BLM helicase inh – qHTS Assay for Inhibitors of Bloom's syndrome helicase (BLM) | recombinant BLM DNA unwinding, fluorescence dequenching | Potency, µM (top dose mostly 56.1 µM), for the others: top-dose activity change, negative = inhibition, hits mostly inhibitors | 0.2% of 350,000 active;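 further: plate controls were vehicle for no effect and no enzyme for full effect; nearly all actives have a fitted effect of over 35% in size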
HP1b binding inh – HTS for Inhibitors of HP1-beta Chromodomain Interactions with Methylated Histone Tails; Potency, µM (top dose mostly 114 µM), for inactives: at the highest dose activity change, negative = inhibition, most hits filed as inhibitors; Chromobox protein homolog 1 (Homo sapiens), P83916; AlphaScreen HP1-beta / biotin-H3K9me3 peptide binding; 0.56% of 390,000 active; further: nearly all actives have a fitted effect of over 70% in size; inactives centre near 23
Target sequence (P83916 whole entry, looked up): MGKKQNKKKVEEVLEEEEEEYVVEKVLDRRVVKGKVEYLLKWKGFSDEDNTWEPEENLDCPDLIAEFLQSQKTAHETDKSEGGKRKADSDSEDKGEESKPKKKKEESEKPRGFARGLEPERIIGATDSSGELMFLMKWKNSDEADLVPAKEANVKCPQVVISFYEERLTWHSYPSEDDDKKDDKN
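HP1-beta protein (50 nM final) preincubated 30 min at room temperature with biotinylated H3(1-18)K9me3 peptide (50 nM) in PBS pH 7.4, 0.01% Tween-20, then compound added for 30 min. AlphaScreen streptavidin donor/nickel chelate acceptor beads (10 ug/mL final), 30 min dark, luminescence read.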
POLI inh – qHTS for Inhibitors of Polymerase Iota; Pol iota fluorescent replication assay, 10 min; 1% of 390,000 active; Potency, µM (doses to about 115 µM), without a hit: at the highest dose activity, negative = inhibition, most hits filed as inhibitors; AID 588590, 2011
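Pol iota at 10 nM preincubated 15 min with compounds at room temperature; reaction started with fluorescent substrate, 50 nM final. Fluorescence read kinetically at 0 and 10 min; buffer-only wells as negative control.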
G9a block – qHTS Assay for Inhibitors of Histone Lysine Methyltransferase G9a; Histone-lysine N-methyltransferase EHMT2 (Homo sapiens), Q96KQ7; G9a H3K9 monomethylation, AlphaScreen, 2 h; Potency, µM (titrated, usually from 102 µM), for inactives: at the highest dose activity, negative = inhibition, hits mostly inhibitors; 8.8% of 350,000 active; AID 504332, 2011; further: on the % scale 0 is the no-effect control and ±100 the full control effect; nearly all actives have a fitted effect of over 75% in size
Target sequence (Q96KQ7 913-1193 limits assumed): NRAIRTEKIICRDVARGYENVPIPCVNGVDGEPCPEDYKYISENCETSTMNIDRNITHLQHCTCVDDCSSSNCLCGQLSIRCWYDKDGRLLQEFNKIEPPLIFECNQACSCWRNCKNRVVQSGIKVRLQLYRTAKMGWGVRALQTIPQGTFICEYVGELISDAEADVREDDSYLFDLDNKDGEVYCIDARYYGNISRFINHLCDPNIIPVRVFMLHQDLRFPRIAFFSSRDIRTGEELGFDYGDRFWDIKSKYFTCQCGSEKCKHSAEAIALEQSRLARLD
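Compounds were preincubated with 20 nM G9a for 15 min, after which biotinylated H3K9 peptide (500 nM) and SAM (20 uM) started a 2 h room-temperature reaction. Monomethylated product was quantified by antibody-based AlphaScreen chemiluminescence.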
BAZ2B block – qHTS Assay for Inhibitors of BAZ2B | Potency, µM (doses to about 114 µM), inactives show at the top dose activity change, negative = inhibition, most hits filed as inhibitors | AlphaScreen BAZ2B-H3K14Ac peptide displacement | 4.4% of 360,000 active | AID 504333, 2011 | Bromodomain adjacent to zinc finger domain protein 2B (Homo sapiens), Q9UIF8; further: on the % scale 0 is the no-effect control and ±100 the full control effect; nearly all actives have a fitted effect of over 60% in size
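AlphaScreen displacement: compounds (up to 110uM) incubated 30 min at room temperature with a preformed 50 nM BAZ2B/50 nM biotinylated H3K14Ac peptide complex in PBS pH 7.4 with Tween-20. Donor and acceptor beads at 10 ug/mL final added, 20 min light-protected before reading.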
Numbers without * were called inactive; i = inactive; ? = inconclusive; · = no result given; & = joins results of further samples; [ ] = remark or other dose. Unless noted, the call rests on the fitted dose curve; in most records, active means well fitted curve in the direction sought with a large enough effect; inconclusive means small, poorly fitted or top-dose-only effect, or another doubt; inactive means no such curve, though single readings can be large; an effect the other way counts as inactive or inconclusive. Potency means the concentration at half of the fitted maximal effect.

SMILES,Pin1 inh,HP1b binding inh,PGK inhibitor,BAZ2B block,G9a block,JMJD2A Tudor inh,BLM helicase inh,GLS inh,POLI inh
Cc1n(Cc2ccccc2)c2ccccc2[n+]1Cc1ccccc1,-2%,4%,-1%,-19%,-11%,-18%,-1%,5%,69%[activator]
CCOc1ccc(NC(=O)CN(c2ccc(OCC)cc2)S(=O)(=O)c2c(C)[nH]c(=O)[nH]c2=O)cc1,-7%,29%,-11%,-27%,-25%,6%,-5%,-3%,-2%
CCOC(=O)c1nc2c(=O)n(C)c(=O)n(C)c2n(C)c1=O,3%,18%,i,·,·,-6%,·,5%,44%[activator]
O=C(COc1ccccc1F)Nc1ccc2[nH]c(=O)[nH]c2c1,4%,38%,i,10%,19%[2.33 µM],-8%,·,-7%,29%
Cc1cccc(NS(=O)(=O)c2cccc(C(=O)Nc3cccc(C(=O)O)c3)c2)c1,-3%,32%,-1%,8%,-3%,3%,1%,2%,1%
COCc1cc(NCc2ccc(Cl)cc2)nc(C)n1,0%,45%[activator],3%,-36%,-22%,-11%,-4%,11%,15%
CCN(CC)C(=O)Cn1nc(-c2ccncc2)nc1SCC(=O)Nc1ccc(OC)cc1,0%,26%,3%,6%,5%[59 µM],0%,-1%,10%,?
COc1ccc(C(=O)NCc2nnc(SCC(=O)NC3CCCCC3)n2C)cc1,-3%,12%,0%,-35%,2%,-8%,-2%,2%,44%[activator]
CCOc1ccc(C2C(C(=O)NC)=C(C)Nc3nc4ccccc4n32)cc1OC (stereo not given),4%,25%,-7%,·,·,-6%,·,5%,29%
COCCN(C(=S)Nc1ccccc1OC)C1CCN(C(C)=O)CC1,-4%,23%,-14%,24%,15%[59 µM],5%,-1%,1%,12%
CCCNC(=O)c1ccc(COc2ccc(C(C)(C)C)cc2)o1,?,45%[activator],-1%,-1%,-3%,-1%,-14%,-4%,18%
O=C1OCCN1C(=O)[C@H]1[C@H](c2ccc(Cl)cc2)C(c2ccc(F)cc2)=NN1c1ccc(Br)cc1,-8%,83%[activator],-1%,·,118%[activator][59 µM],19%,-15%,2%,-18%
Cn1cnnc1SCCCN1C(=O)c2cccc3cccc(c23)C1=O,0%,39%,1%,-18%,?,6%,6%,-1%,13%
Fc1ccccc1CSc1ncnc2c1oc1ccccc12,5%,56%[activator],2%,139%[activator],115%[activator],105%[activator],-3%,-1%,14%
CCOC(=O)NC(=O)c1cn(C(CC)CO)c(=O)[nH]c1=O (stereo not given),-4%,41%[activator],-2%,-22%,16%[59 µM],3%,-4%,8%,93%[activator]
Cc1cccc(CCNC(=O)CN(c2ccc(C(C)C)cc2)S(=O)(=O)c2c(C)nn(C)c2C)c1,0%,34%[activator],-1%,-13%,-38%[59 µM],-21%,-5%,-10%,7%
CC(C)(C)NC(=O)CSC(=Nc1ccc(F)cc1)NC#N,25%,31%,4%,10%[57.1 µM],3%,-6%,-5%,2%,?
CCC(C)(C(=O)NC1CCCC1)N(CC1CCCO1)C(=O)CNC(=O)c1ccccc1 (stereo not given),1%,16%,1%,11%,20%[59 µM],-6%,1%,-2%,3%
CCOC(=O)C1(Cc2cccc(F)c2)CCN(Cc2cnn(CC)c2C)CC1,-2%,21%,0%,-29%,2%,-25%,0%,5%,57%[activator]
CCOC(=O)C1CCN(C(=O)c2c(-c3c(Cl)cccc3Cl)noc2C)CC1,3%,18%,-18%,-6%,6%[12.7 µM],-2%,0%,9%,-1%
COCCC(=O)N1CCC(Oc2ccc(C(=O)N3CCCCC3COC)cc2)CC1 (stereo not given),-16%,15%,-1%,-10%,·,-5%,-2%,0%,-5%
Nc1c(C(=O)O)ccc2c1C(=O)c1ccccc1C2=O,-1%,?,-14%,35µM*,35µM*,?,-15%,?,?
CCCCCOc1ccc(OC(=O)c2ccncc2)cc1,1%,60%[activator],-1%,3%,69%[activator][12.7 µM],12%,-5%,-5%,17%
Cn1nnnc1Sc1ncnc2scc(-c3ccc(C(F)(F)F)cc3)c12,4%&12%,42%[activator],-3%,1%,6%[0.501 µM],-10%&-20%,·,2%,14%
CCN(CC(=O)Nc1ccc(Br)cc1F)CC(=O)NC1CCS(=O)(=O)C1 (stereo not given),-4%,25%,0%,6%,-1%[2.33 µM],1%,·,6%,24%
COc1ccc(NC2=NCC(=O)N2Cc2cccs2)cc1,17%,34%,i,-5%,-18%,-15%,1%,28%,-1%
S=C(NCCN1CCOCC1)Nc1ccc(Nc2ccccc2)cc1,3%,?,4%,?,·,-30%,-4%,0%,78%[activator]
O=C(Nc1cccc(C(F)(F)F)c1)C(=O)N1CCCCC1,-1%,40%[activator],-2%,1%,-8%,-2%,-4%,5%,-2%
COC(=O)c1ccccc1NC(=O)c1ncoc1-c1ccco1,0%,-13%,-7%,-6%,-1%[59 µM],-18%,-2%,-18%,-8%
CCOC(=O)Cc1cc(=O)n(-c2nc3ccccc3s2)[nH]1,?,14%,-2%,0%,32µM*,-32%,-17%,43%[activator],89µM*

Rewritten with the structure last: 2 of the compounds above
Pin1 inh	HP1b binding inh	PGK inhibitor	BAZ2B block	G9a block	JMJD2A Tudor inh	BLM helicase inh	GLS inh	POLI inh	SMILES
5%	56%[activator]	2%	139%[activator]	115%[activator]	105%[activator]	-3%	-1%	14%	Fc1ccccc1CSc1ncnc2c1oc1ccccc12
-4%	41%[activator]	-2%	-22%	16%[59 µM]	3%	-4%	8%	93%[activator]	CCOC(=O)NC(=O)c1cn(C(CC)CO)c(=O)[nH]c1=O (stereo not given)

Later entries:
SMILES,Pin1 inh,HP1b binding inh,PGK inhibitor,BAZ2B block,G9a block,JMJD2A Tudor inh,BLM helicase inh,GLS inh,POLI inh
NC(=O)c1ncn([C@@H]2O[C@H](CNC(=O)[C@H](N)CSCc3ccccc3)[C@@H](O)[C@H]2O)n1,3%,42%,-4%,·,·,-11%,·,-1%,-18%
CCOC(=O)Cc1csc(NC(=O)Nc2ccc(OC(F)(F)F)cc2)n1,-2%,7%,-7%,3%,·,-6%,-1%,4%,-12%[58.9 µM]
Cc1ccc(NC(=O)CSc2nc(=O)n(CCCN3CCOCC3)c3c2CCCC3)cc1F,4%,11%,-6%,-7%,-16%,-13%,·,-8%,36%[activator]
Cc1ccc(C(=O)NCC(=O)OCCCOC(=O)CNC(=O)c2ccc(C)c(C)c2)cc1C,3%,20%,-1%,10%,-12%[12.7 µM],-8%,·,7%,12%
O=C(N/N=C\c1cccc(Cl)c1)c1ccc(Cn2cccn2)o1,8%,23%,-8%,-6%,4%[59 µM],-3%,-1%,-1%,19%
C=CCCCCCCCCC(=O)N1CCN(c2cc3c(cc2F)c(=O)c(C(=O)O)cn3CC)CC1,-2%,41%[activator],-1%,-9%,20%[0.501 µM],0%,-1%,3%,18%
CCOCCc1nn2c(=O)cc(COC(=O)c3ccccc3NC(=O)C3CCCCC3)nc2s1,-4%,30%,0%,-5%,0%[12.7 µM],-3%,-1%,1%,47%[activator]
COc1ccc(C(=O)NCC(=O)N/N=C/c2ccco2)cc1OC,2%,29%,i,-8%,71µM*,-8%,1%,-8%,14%
COc1ccc(CSc2nncn2C)cc1F,-17%,48%[activator],-5%,-12%,31%,2%,1%,1%,-13%
NC(=O)Cc1ccc(C(=O)c2ccc(F)cc2)s1,-3%,29%,-5%,-5%,13%,-7%,-3%,0%,21%
CN(C)CCCOc1ccc(Cl)cc1Br,-16%,?,i,45µM*,30%[0.501 µM],1µM*,6%,-5%,-9%[58.9 µM]
CCSc1nnc(-c2ccccc2SC)o1,-1%,71%[activator],-7%,0%,-22%,15%,-1%,-17%,1%
COc1ccc(NC(=O)/C(=C\c2ccc3c(c2)OCO3)NC(C)=O)cc1,1%,10%,1%,13%,21%[59 µM],?,2%,-3%,135%[activator]
Cc1ccc(S(=O)(=O)N(c2cccc(C(F)(F)F)c2)C2C=CS(=O)(=O)C2)cc1 (stereo not given),4%,18%,2%,10%,-11%[59 µM],-11%,-5%,-2%,9%
CC(=O)Oc1cc2c(C(C)=O)coc2c2ccccc12,11%,30%,1%,9%,14%[59 µM],-2%,1%,11%,24%
COc1ccc(-c2nnc(SCC(=O)NCCc3ccc(S(N)(=O)=O)cc3)o2)cc1OC,7%,18%,-1%,-1%,11%,7%,2%,-2%,-10%
Cc1ccc(N2C(=O)c3ccccc3C2Nc2ccc(S(=O)(=O)N3CCCCC3)cc2)nc1 (stereo not given),?,14%,-3%,1%,?,-29%,-10%,1%,14%
CSc1nccc(Oc2ccccc2Cl)n1,-5%,40%[activator],i,·,·,30%,·,2%,18%
Cn1nc(C(=O)N2CCCCC2)c2c1-c1ccccc1S(=O)(=O)C2,-3%,59%[activator],i,-24%,11%,-4%,-1%,-8%,57%[activator]
O=C(CSc1n[nH]c(-c2ccncc2)n1)NC1CCS(=O)(=O)C1 (stereo not given),1%,49%[activator],1%,0%,?,89µM*,-4%,2%,18%
CCc1ccc(N(CC)C(=O)c2cn(C)c(=O)c3cc(OC)c(OC)cc23)cc1,-1%,3%,i,-31%,-7%[59 µM],-8%,-4%,-1%,-7%
CCN1/C(=C/C=C2/SC(=Nc3cccc4ncccc34)N(C)C2=O)Sc2ccccc21,?,19%,-5%,·,·,-24%,·,-9%,-14%

An excerpt. The share of hits here may be higher or lower than overall.
